MCF10A rerep = DNA re-replication induction in MCF 10a cells | MCF 10A DNA re-replication, Hoechst nuclear intensity, 48 h | Potency, µM (highest dose often 46.1 µM), inactives show at the highest dose activity, positive = re-replication, usual class: activators | 350,000 tested, 2.9% active | AID 624296; also: % of control where 0% means no effect; nearly all actives have a fitted effect of over 50% in size
Nrf2 block = inhibitors of Nrf2 signaling | A549 ARE-Fluc reporter, luciferase luminescence, 18-24 h | Potency, µM (top dose mostly 46 µM), for the others: at the top dose activity change, negative = inhibition, hits mostly inhibitors | 360,000 tested, 2.1% active | AID 504444; also: % is scaled to controls: 0 for no effect and ±100 for the full control effect; nearly all actives have a fitted effect of over 60% in size
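A549 ARE_Fluc cells, 5000/well, 5% FBS OPTI-MEM; compounds in dose-response, 18-24 h at 37 °C/5% CO2; CellTiter-Fluor viability read (Ex 405/Em 525), then BugLite luciferase luminescence = Nrf2 activity.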
HepG2 viability = kills HepG2 cells in TGF-b inhibitor counter-screen; HepG2 CAGA-GFP viability, ATP luminescence, 18 h; Potency, µM (top dose mostly 46.1 µM), without a hit: at the top dose activity change, negative = cytotoxicity, actives largely listed as cytotoxic; 410,000 tested, 0.76% active; AID 588856; also: some results filed as inactive show a strong effect at the top dose
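HepG2 CAGA-GFP cells (1000/well, DMEM with 1% FBS) received compound, then TGF-beta at 500 pg/mL final, and were incubated 18 hours at 37 degrees C. Viability was read by CellTiter-Glo luminescence. Media-only wells were set as complete cell-killing and DMSO as no toxicity.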
ATXN2 expr inh = inhibitors of ATXN2 expression; AID 1745845; HEK-293 ATXN2-luciferase reporter, luminescence, 24 h; Potency, µM (titrated, usually from 57 µM), for inactives: at the top dose activity change, negative = inhibition, most hits filed as inhibitors; 360,000 tested, 0.72% active; also: % is scaled to controls: 0 for no effect and ±100 for the full control effect; nearly all actives have a fitted effect of over 55% in size
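qHTS (up to 57 uM final) was run with 24 h compound exposure of reporter cells at 37 °C. Each well was multiplexed: SteadyGlo luminescence measured ATXN2-luciferase expression after a fluorogenic Gly-Phe-AFC viability readout (25 uM final).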
Nrf2 activator = activates Nrf2 signaling | AREc32 ARE-luciferase reporter (MCF7-derived line), luminescence, 24 h | Potency, µM (top dose mostly 46.1 µM), without a hit: at the top dose activation, hits mostly activators | 410,000 tested, 0.31% active; also: % of control where 0% means no effect; nearly all actives have a fitted effect of over 65% in size
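ARE activation measured as luciferase luminescence (Steady-Glo, 30 min RT) in AREc32_Fluc cells after 24 hr compound exposure at 37 deg C, 5% CO2; cells seeded overnight at 1000/well in OPTI-MEM, 5% FBS.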
EPAC2 antagonist = blocks human EPAC2 exchange factor | EPAC2 GEF exchange of Rap1B-BODIPY-GDP, fluorescence | Potency, µM (doses to about 114 µM), inactives show at the highest dose activity, negative = inhibition, most hits filed as inhibitors | 360,000 tested, 0.18% active | AID 720708; also: % is scaled to controls: 0 for no effect and ±100 for the full control effect; nearly all actives have a fitted effect of over 45% in size; many of its hits are not listed in these tables
Target sequence (Q8WZA2 whole entry, looked up): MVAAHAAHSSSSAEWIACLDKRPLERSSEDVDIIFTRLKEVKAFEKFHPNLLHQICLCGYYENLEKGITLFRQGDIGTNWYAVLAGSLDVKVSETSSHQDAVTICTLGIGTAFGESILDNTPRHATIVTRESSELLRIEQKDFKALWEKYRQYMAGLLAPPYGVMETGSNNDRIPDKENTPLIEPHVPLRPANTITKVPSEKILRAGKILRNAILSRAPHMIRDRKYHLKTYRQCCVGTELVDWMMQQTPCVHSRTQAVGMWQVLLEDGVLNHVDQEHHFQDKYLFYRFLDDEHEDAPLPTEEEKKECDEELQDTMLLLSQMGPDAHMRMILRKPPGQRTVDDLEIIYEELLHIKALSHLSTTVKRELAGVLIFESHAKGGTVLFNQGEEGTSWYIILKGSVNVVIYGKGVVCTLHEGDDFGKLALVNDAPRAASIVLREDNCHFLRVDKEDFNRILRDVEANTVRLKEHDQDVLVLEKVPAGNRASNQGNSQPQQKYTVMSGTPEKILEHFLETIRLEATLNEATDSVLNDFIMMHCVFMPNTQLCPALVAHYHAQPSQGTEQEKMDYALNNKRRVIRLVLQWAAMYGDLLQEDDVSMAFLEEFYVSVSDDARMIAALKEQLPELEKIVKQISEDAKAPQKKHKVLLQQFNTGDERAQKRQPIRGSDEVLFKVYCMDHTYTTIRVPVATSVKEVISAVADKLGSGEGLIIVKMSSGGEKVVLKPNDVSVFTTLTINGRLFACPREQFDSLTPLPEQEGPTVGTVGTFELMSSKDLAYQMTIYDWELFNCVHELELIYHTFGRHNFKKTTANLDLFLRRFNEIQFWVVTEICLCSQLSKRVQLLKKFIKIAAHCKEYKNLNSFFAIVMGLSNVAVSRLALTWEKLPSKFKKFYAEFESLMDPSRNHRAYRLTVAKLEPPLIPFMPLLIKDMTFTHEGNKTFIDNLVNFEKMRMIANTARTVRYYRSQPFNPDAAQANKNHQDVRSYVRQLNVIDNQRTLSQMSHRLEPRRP
TGFb inhibitor = inhibitors of TGF-b signaling; HepG2 CAGA-GFP TGF-b/SMAD3 reporter, GFP fluorescence, 18 h; TGF-beta stimulated, 500 pg/mL final; Potency, µM (highest dose often 46.1 µM), inactives show at the highest dose activity, negative = inhibition, hits mostly inhibitors; 410,000 tested, 1.2% active; also: % is scaled to controls: 0 for no effect and ±100 for the full control effect; nearly all actives have a fitted effect of over 65% in size
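Smad-responsive CAGA-GFP expression was quantified in HEPG2 cells exposed to compounds and 500 pg/mL final TGF-beta for 18 h at 37 degrees C; unstimulated wells defined full inhibition.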
A549 tox = kills or reduces viability of A549 cells in Nrf2 counter-screen. A549 ARE-Fluc cells, CellTiter-Fluor viability, 18-24 h. Potency, µM (top dose mostly 46 µM), for inactives: at the highest dose activity change, negative = cytotoxicity, usual class: inhibitors. 390,000 tested, 0.16% active; also: % is scaled to controls: 0 for no effect and ±100 for the full control effect
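A549 ARE-Fluc cells in 5% FBS OPTI-MEM, 5000 cells/well, rested 2 h then exposed to compounds in concentration-response for 18-24 h at 37 °C. Viability by CellTiter-Fluor fluorescence (Ex 405/Em 525) after 30 min; luciferase luminescence (BugLite, 15 min, RT) read afterwards.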
S2 tox = reduces viability in counter-screen for ATXN expression inhibitors; AID 651635; Potency, µM (titrated, usually from 56.7 µM), usual class: cytotoxic; 400,000 tested, 0.49% active; S2 cells (HEK-293 line with an ATXN2-luciferase reporter) viability, CellTiter-Fluor protease fluorescence, 24 h; also: nearly all actives have a fitted effect of over 40% in size
Active calls of the source: *; i = inactive; ? = inconclusive; / = no result given; & = joins results of further samples; [ ] = another dose, or the depositor's remark. Calls follow the shape of the dose curve; as a rule, active = well fitted curve in the direction sought with a large enough effect; inconclusive = small, poorly fitted or top-dose-only effect, or another doubt; inactive = no such curve, though single readings can be large; an effect the other way counts as inactive or inconclusive. Potency is read from the fitted curve at half-maximal effect. These rows are one share of the data; count on the stated rates, not on these rows.

SMILES	MCF10A rerep	Nrf2 block	HepG2 viability	ATXN2 expr inh	Nrf2 activator	EPAC2 antagonist	TGFb inhibitor	A549 tox	S2 tox
CC[C@]12c3[nH]c4ccc(Cl)cc4c3CCN1C(=O)[C@@H](CC(=O)NCc1ccc(OC)c(OC)c1)C[C@@H]2C(=O)N1CCN(C(=O)C2CC2)CC1	-3%	10%	-6%	-4%	-0.2%	3%	-23%	-6%	i
Cc1ccccc1OCC(=O)OCC(=O)NC1CCCC1	/	/	-13%	/	-0.9%	2%	-1%	/	i
OCc1nc2ccccc2n1/N=C/c1cccs1	0%	0%	-49%	15%	-0.8%	11%	0%	-1%	i
COc1ccc(NC(=O)C(NC(=O)OC(C)(C)C)C(C)OCc2ccccc2)cc1 (stereo not drawn)	6%	4%	-5%	0%	-0.5%	1%	-30%	-2%	i
CSCCC(NC(=O)/C(=C\c1ccco1)NC(=O)c1ccco1)C(=O)O (stereo not drawn)	-6%	1%	-4%	-4%	-0.6%	15%	-3%	-1%	i
COc1ccccc1CNC(=O)COC(=O)C12CC3CC(CC(O)(C3)C1)C2	9%	14%	-20%	/	0.3%	10%	0%	6%	i
COc1cccc(/C=C2\CC(C)Cc3c2nc2ccccc2c3C(=O)O)c1OC (stereo not drawn)	-5%	6%	12%	10%	0.2%	-1%	-2%	1%	i
COc1ccccc1C(=O)Nc1cc(C)c(OCC(=O)N2CCOCC2)c(C)c1	-4%	0%	-3%	-6%	-0.7%	4%	-21%	-10%	i
O=C(c1cc2c(s1)-c1ccccc1OC2)N1CCN(c2ccccc2)CC1	19%	-22%&-19%	-10%&-6%	8%&-9%	0.0%&2.9%	-2%	-20%&-9%	-17%&-2%	i
O=C(O)C1C2CCC(C2)C1C(=O)NCCC1=CCCCC1 (stereo not drawn)	-4%	-14%	9%	-2%	-0.5%	1%	-13%	2%	i
CCCOc1ccc(CCC(=O)N/N=C/c2ccc([N+](=O)[O-])o2)cc1	9%	?	-131%	/	15%	6%	?	-4%	?
CC(=O)c1cc(C)c(OCc2cn(CC(=O)c3ccc(O)cc3)nn2)c(C)c1	-9%	6%	-1%	6%	2.7%	0%	2%	3%	i
Cc1nnc(NC(=O)c2cccc(S(=O)(=O)N(C)c3cccc(Cl)c3)c2)s1	2%	14%	1%	5%	-0.6%	-1%	3%	2%	i
CCOc1nc(C)cc(COC)c1C(N)=O	4%	-1%	-24%	-3%	-0.5%	-5%	-15%	1%	i
CCOc1ccc(N(CC(=O)N2CCOCC2)S(=O)(=O)c2ccc(Cl)cc2)cc1	-17%	2%	13%	-4%	0.4%	1%	4%	2%	i
COc1ccc(NC(=O)C2C3C=CC(C3)C2C(=O)NCc2ccccn2)c(OC)c1 (stereo not drawn)	-5%	7%	8%	4%	-0.7%	5%	3%	-7%	i
COc1ccc(Cn2nc(C(=O)O)c3ccccc3c2=O)cc1F	1%	-19%	-12%	-5%	24%	5%	-1%	2%	i
Cc1ccc(OCC(=O)Nc2cccc(C(=O)OCc3cc(=O)n4cc(C)sc4n3)c2)cc1	/	/	-11%	/	0.7%	/	?	-4%	/
O=C(CN1C(=O)NC(c2ccccc2)(c2ccccc2)C1=O)Nc1ccc2[nH]c(=O)[nH]c2c1	-1%	4%	12%	6%	-0.5%	-7%	1%	2%	i
CCCNC(=O)C1(C)CCCN(C(=O)c2c(C)noc2C)C1 (stereo not drawn)	/	/	5%	8%	-0.9%	-21%	4%	/	i
CC(=O)N(C)c1ccc(N=Cc2c(O)ccc3ccccc23)cc1	?	-5%	1%	-5%	0.3%	6%	16%	-1%	i
Cc1ccc(CC(NC(=O)c2ccccc2)C(=O)NCC(=O)O)cc1 (stereo not drawn)	-8%	10%	-1%	1%	-0.2%	13%	6%	7%	i
Cc1[nH]c(=O)[nH]c(=O)c1S(=O)(=O)N1CCN(c2ccccc2Cl)CC1	/	/	8%	12%	0.4%	/	-1%	13%	i
CCN(C(=O)COC(=O)/C=C/c1ccc(OC(F)F)c(OC)c1)C1CCS(=O)(=O)C1 (stereo not drawn)	-4%	?	-20%	-9%	0.2%	15%	?	3%	i
Cc1cccc(NC(=O)C(=O)NCc2ccc3c(c2)OCO3)c1C	4%	-22%	8%	-8%	0.3%	3%	21%	-14%	i

Continuation:
SMILES	MCF10A rerep	Nrf2 block	HepG2 viability	ATXN2 expr inh	Nrf2 activator	EPAC2 antagonist	TGFb inhibitor	A549 tox	S2 tox
CCCCCCCCCCSc1n[nH]c(NC(C)=O)n1	30%	19%	-29%	3%	-0.3%	7%	4%	2%	i
O=C(COC(=O)c1cccnc1Cl)NC1CCCCC1	-2%	1%	1%	/	0.6%	-3%	10%	7%	i
CCN(CC)S(=O)(=O)c1cccc(NC(=O)COc2ccc(C#N)cc2OC)c1	11%	-28%	8%	-14%	3.7%	10%	24%	-1%	i
CCCC(c1nnnn1CC(=O)OCC)N(Cc1cc2ccc(C)cc2[nH]c1=O)C1CCCC1 (stereo not drawn)	6%	/	-26%	-19%	-0.9%	0%	18%	7%	i
CN(C1CCCCC1)S(=O)(=O)c1ccc(NC(=S)NC(=O)c2cccs2)cc1	3%	/	-1%	-33%	-0.4%	14%	-11%	5%	?
CCC(=O)NS(=O)(=O)c1ccc(N=NN2CCCCC2)cc1	0%	9%	5%	6%	-0.9%	7%	10%	-5%	?
Cc1ccc(C)c(S(=O)(=O)N2CCCC2CNC(=O)C(=O)NCCc2ccccc2)c1 (stereo not drawn)	?	-6%	-35%	-20%	-0.8%	-10%	?	-3%	?
C=CCNc1cnn(-c2ccc(C)cc2)c(=O)c1Sc1ccc(C)cc1	?	-2%	-38%	-5%	2.6%	-12%	-27%	-3%	?
Cc1sc2ncnc(N3CCC(C(=O)Nc4cc(C(F)(F)F)ccc4OCC(F)(F)F)CC3)c2c1C	12%	-8%	-47%	-22%	-0.3%	-17%	?	-24%	i
COC(=O)Nc1nnc(-c2ccccc2Cl)s1	-4%	/	-10%	10%	17%	-12%	26%	1%	i
CN(C)c1nc2c(c(=O)[nH]c(=O)n2C)n1Cc1ccccc1Br	4%	-5%	1%	22%	-0.1%	-3%	21%	-2%	i
COC(=O)C1=C(C)N(CC2CCCO2)C(=O)C1 (stereo not drawn)	3%	25%	-12%	3%	0.1%	-2%	14%	13%	i
O=C(CN1C(=O)COc2ccc(S(=O)(=O)NC3CCCC3)cc21)Nc1ccc(F)c(Cl)c1	/	?	-49%	-3%	-0.6%	/	13µM*	-14%	?
COc1cccc(N2CCN(CC(=O)Nc3ccccc3C(=O)NCc3ccccc3)CC2)c1	17%	-19%	-16%	0%	-0.5%	-15%	-10%	3%	i
CCCCNC(=O)CSc1nc2cc3c(cc2c(=O)n1CCC(=O)NCCc1ccc(OC)c(OC)c1)OCO3	-7%	-6%	-43%	/	0.2%	18%	2%	0%	i
COc1ccccc1NC(=O)CCSc1nnc(-c2ccco2)o1	-10%	7%	4%	23%	6.2%	-7%	-13%	-3%	i
COCCn1c(=N)c(C(=O)NCc2ccco2)cc2c(=O)n3ccccc3nc21	10µM*	2%	-5%	-26%	19%	-13%	-1%	-13%	i
Cn1nc(C(=O)Nc2cccc(S(=O)(=O)N3CCCCC3)c2)c2ccccc2c1=O	19%	?	-4%	2%	9.2%	-5%	10%	-12%	i
O=C(O)c1cccc(NC(=S)NC(=O)c2ccncc2)c1	-8%	14%	3%	19%	-0.9%	-1%	1%	-5%	i
COCCNC(=O)CN(CCc1ccccc1)S(=O)(=O)c1ccc(OC)cc1	-1%	-9%	-10%	5%	-0.3%	8%[57.1 µM]	-2%	-11%	i
COc1cccc(-n2c(Cc3cc(=O)[nH]c(=O)[nH]3)nnc2SCC(=O)N2CCCC2)c1	2%	-9%	-26%	-6%	-0.2%	-1%	0%	-7%	i
CCn1cc(CNCc2ccc(OCC(O)CN(C)Cc3ccccc3)cc2)cn1 (stereo not drawn)	20%	-5%	-22%	-24%	0.3%	8%	-9%	?	?
COCCCNC(=O)c1ccc(N2CCCC2)c(NS(=O)(=O)c2ccc(C)cc2)c1	21%	?	4%	6%	2.8%	-1%	-9%	3%	i
Cn1nnc2cc(NC(=O)N3CCN(c4ccccn4)CC3)ccc21	-6%	-8%	-5%	0%	-0.4%	-4%	0%	0%	i
O=C(O)CCC(=O)c1ccc2c(c1)OCCO2	3%	1%	1%	17%	-0.7%	1%	-6%	-1%	i
CC(=O)N1N=C(c2cccc(Br)c2)OC12CCCC2	0%	-15%	-16%	-26%	0.2%	-21%	-23%	-3%	i

Exported with two lines to a compound: eight of the compounds above
Values run as follows: MCF10A rerep, Nrf2 block, HepG2 viability, ATXN2 expr inh, Nrf2 activator, EPAC2 antagonist, TGFb inhibitor, A549 tox, S2 tox
O=C(O)c1cccc(NC(=S)NC(=O)c2ccncc2)c1
    -8%, 14%, 3%, 19%, -0.9%, -1%, 1%, -5%, i
COCCNC(=O)CN(CCc1ccccc1)S(=O)(=O)c1ccc(OC)cc1
    -1%, -9%, -10%, 5%, -0.3%, 8%[57.1 µM], -2%, -11%, i
COc1cccc(-n2c(Cc3cc(=O)[nH]c(=O)[nH]3)nnc2SCC(=O)N2CCCC2)c1
    2%, -9%, -26%, -6%, -0.2%, -1%, 0%, -7%, i
CCn1cc(CNCc2ccc(OCC(O)CN(C)Cc3ccccc3)cc2)cn1 (stereo not drawn)
    20%, -5%, -22%, -24%, 0.3%, 8%, -9%, ?, ?
COCCCNC(=O)c1ccc(N2CCCC2)c(NS(=O)(=O)c2ccc(C)cc2)c1
    21%, ?, 4%, 6%, 2.8%, -1%, -9%, 3%, i
Cn1nnc2cc(NC(=O)N3CCN(c4ccccn4)CC3)ccc21
    -6%, -8%, -5%, 0%, -0.4%, -4%, 0%, 0%, i
O=C(O)CCC(=O)c1ccc2c(c1)OCCO2
    3%, 1%, 1%, 17%, -0.7%, 1%, -6%, -1%, i
CC(=O)N1N=C(c2cccc(Br)c2)OC12CCCC2
    0%, -15%, -16%, -26%, 0.2%, -21%, -23%, -3%, i
